# HTR2A ag = mouse HTR2A agonism via beta-arrestin recruitment; P35363; CHO-K1 mHTR2A beta-arrestin complementation, luminescence; percent of 30 µM serotonin response; activation, % at 7.6 µM; hit rate 0.66% among 360,000; AID 624169;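 active means activation above a run cutoff, the mean activation of all tested compounds plus 3 SD, cut at about 14% in these data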;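 further: 0% = plate median of compound wells and 100% = 30 µM serotonin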
# Target sequence (P35363 whole entry, looked up): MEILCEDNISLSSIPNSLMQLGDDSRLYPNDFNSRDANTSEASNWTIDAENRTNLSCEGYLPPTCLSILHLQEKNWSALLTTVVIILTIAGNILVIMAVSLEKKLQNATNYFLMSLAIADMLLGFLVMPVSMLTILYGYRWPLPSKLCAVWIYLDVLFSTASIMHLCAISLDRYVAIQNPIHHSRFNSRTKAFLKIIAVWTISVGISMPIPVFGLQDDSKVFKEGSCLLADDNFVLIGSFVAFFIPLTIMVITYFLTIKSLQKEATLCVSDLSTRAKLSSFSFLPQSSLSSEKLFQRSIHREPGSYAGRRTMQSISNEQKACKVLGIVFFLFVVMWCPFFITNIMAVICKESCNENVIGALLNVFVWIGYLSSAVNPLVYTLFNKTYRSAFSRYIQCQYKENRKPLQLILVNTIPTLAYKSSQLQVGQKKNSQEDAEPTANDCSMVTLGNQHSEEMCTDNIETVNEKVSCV
# MC4R barr agon = agonists of human melanocortin 4 receptor (MC4R) beta-arrestin; activation, % at 8.9 µM; hit rate 0.98% among 360,000; U2OS MC4R beta-arrestin complementation, luminescence; percent of melanotan II response, DMSO zero; AID 540308;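 active means activation above a per-plate cutoff, the mean activation of sample wells on that plate plus 3 SD, cut at about 8% in these data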
# Target sequence (P32245 whole entry, looked up): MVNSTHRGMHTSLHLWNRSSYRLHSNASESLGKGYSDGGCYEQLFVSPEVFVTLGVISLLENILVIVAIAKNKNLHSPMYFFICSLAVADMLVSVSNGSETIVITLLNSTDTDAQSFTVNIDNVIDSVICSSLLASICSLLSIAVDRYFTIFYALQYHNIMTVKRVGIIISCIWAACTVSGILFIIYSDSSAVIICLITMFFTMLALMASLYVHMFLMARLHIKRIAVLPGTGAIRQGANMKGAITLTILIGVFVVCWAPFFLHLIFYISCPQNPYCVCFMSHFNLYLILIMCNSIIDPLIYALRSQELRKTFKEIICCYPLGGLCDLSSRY
# MC4R antag cAMP = antagonists of human melanocortin 4 receptor (MC4R); MC4R-expressing cells, MTII-stimulated cAMP, LANCE TR-FRET; hit rate 0.48% among 360,000; inhibition, % at 6.5 µM; P32245; AID 540295;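 active means inhibition above its plate's cutoff, the mean of tested wells on that plate plus 3 SD, cut at about 29% in these data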;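 further: 0% = Melanotan II alone and 100% = Melanotan II plus saturating MCL0020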
#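 System: U2OS cells stably expressing human melanocortin 4 receptor (MC4R). Reagent: Melanotan II challenge after compound preincubation. Doses: 6.5 µM. Times: 30-min compound, 1-h challenge, 1-h detection, room temperature. Measured by: TR-FRET with Eu-cAMP and labeled anti-cAMP, 671 nm. Replicates: singlicate.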
# Cardio protect = protects H9c2 cardiomyocytes from peroxide injury. hit rate 0.63% among 360,000. protection from H2O2 cell death, % at 20 µM. AID 588492. H2O2 injury protection, ATPLite, 2 h;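 active means compounds giving at least 50% protection of heart cells from peroxide-induced death in the single-dose screen, raw or plate-pattern-corrected value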;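 further: 0% = DMSO wells with peroxide and 100% = DMSO wells without peroxide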
# ABHD5-PLIN5 inh = ABHD5-PLIN5 protein interaction inhibition; Q00G26+Q8WTS1; Split G. princeps luciferase complementation, luminescence, 4 h; inhibition, % at 4 µM; hit rate 0.78% among 360,000;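 active means inhibition above the mean inhibition across every tested compound plus 3 SD, cut at about 22% in these data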;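 further: 0% = DMSO only wells and the 100% control is not disclosed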
# Granule exo inh = lytic granule exocytosis inhibition; TALL-104 LAMP-1 surface exposure, flow cytometry; cells stimulated with thapsigargin and PMA; inhibition, % at 10 µM; hit rate 0.66% among 360,000;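 active means inhibition above about 55%, limit read from the data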
# hiPSC survival = enhancers of human iPSC single-cell survival | hiPSC single-cell survival, ATPlite luminescence; 100% = ROCK inhibitor wells, 0% = DMSO | hit rate 0.044% among 360,000 | survival enhancement, % at 20 µM; in the data active means survival enhancement above about 18%;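 further: cells exposed to compounds for 16 hours before the ATP read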
# N-glyco inh = blocks N-linked glycosylation in D54 reporter cells; D54 ERlucT glycosylation luciferase reporter, 24 h; percent of 100 nM tunicamycin response; reporter increase, % at 12.5 µM; hit rate 0.23% among 360,000;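 active means mean luciferase reporter signal, scaled so untreated is 0 and the glycosylation-blocking control 100, at or above a set limit in every replicate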;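 further: luciferase carries N-glycosylation sites so blocking glycosylation raises the light; 0% = median of neutral control wells and 100% = median of 100 nM tunicamycin wells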
# ABCB6 inh 2 = human ABCB6 transporter inhibition | Q9NP58 | K562-ABCB6 porphyrin accumulation, flow cytometry, 1 h; stronger effect = lower value | fluorescence ratio to DMSO, % at 10 µM | hit rate 0.19% among 360,000;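 active means fluorescence ratio to DMSO below 75%, the collection mean minus 3 SD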;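 further: signal is porphyrin accumulated inside mitochondria; 100% equals median channel fluorescence of DMSO control wells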
# aDG glyco act = alpha-DG glycosylation activation; activation, % at 10 µM; Pro5-aDG cells, alpha-DG glycosylation AlphaScreen (IIH6); 0% Pro5, 100% B10-LARGE cell signal; AID 624168; hit rate 0.22% among 360,000;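 active means activation of at least 8% versus controls, or a plate z-score of at least 8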;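 further: Pro5 are CHO cells carrying HIG-tagged alpha-DG that lacks glycosylation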
# * marks the source's active call; other numbers are inactive results; · = no result given.
no.	SMILES	HTR2A ag	MC4R barr agon	MC4R antag cAMP	Cardio protect	ABHD5-PLIN5 inh	Granule exo inh	hiPSC survival	N-glyco inh	ABCB6 inh 2	aDG glyco act
1	CCOC(=O)CN(C(=O)CN1CCOCC1)c1ccc(Br)cc1	1	-0.9	-3	0	3	4	4.9	1	85	0.0
2	O=C(Nc1cc(Br)ccc1O)c1cc(-c2ccc3c(c2)OCO3)on1	-4	-0.9	7	-9	-10	11	1.2	1	95	0.0
3	CCOC(=O)N1CCN(C(=O)C2CCN(S(=O)(=O)c3ccc(Br)s3)CC2)CC1	1	0.0	3	-10	5	-1	-2.3	-1	92	0.0
4	COc1ccc(-c2nc(C)c(C(C)=O)n2O)cc1	1	-0.9	3	-4	1	-1	-1.5	·	84	0.1
5	N/C(Cc1cccs1)=N\OC(=O)COc1ccccc1	-2	-1.7	-4	-2	9	-1	-1.7	-1	83	-0.1
6	Cc1ccc(C2(C)NC(=O)N(CC(=O)N3CCN(S(=O)(=O)c4ccccc4[N+](=O)[O-])CC3)C2=O)cc1 (stereo not drawn)	7	1.2	7	-6	-3	36	-1.2	0	103	0.0
7	CCOC(=O)N1CCN(C(=O)CCN2C(=O)COc3ccccc32)CC1	-1	-1.1	5	-17	-6	-1	-1.5	1	106	-0.1
8	COc1ccc(NC2CCCN(C(=O)CCc3ccncc3)C2)cc1OC (stereo not drawn)	-1	0.0	13	0	6	-4	0.1	3	109	0.1
9	COC(=O)[C@@]1(Cc2ccccc2)[C@@H]2C(=CC(=O)[C@H]2CC(=O)C(=O)N(C)C)CN1C(=O)c1ccccc1	-2	-0.1	-5	1	31*	-7	-1.7	0	90	1.9
10	C/C(=N\NC(=O)c1ccc(Br)cc1)C1C(=O)c2ccccc2C1=O	-3	-3.5	8	-16	-1	-3	-2.3	0	97	-0.1
11	Cc1ccc(N2C(=O)C3C4CCC(O4)C3C2=O)c(OC(F)F)c1 (stereo not drawn)	7	-1.4	-1	2	4	4	2.4	2	100	0.2
12	Nc1cc(C(=O)c2ccccc2)ccc1[N+](=O)[O-]	-5	-3.5	-4	-4	6	0	0.1	-1	97	-0.3
13	CNc1ccc(S(=O)(=O)NCC(=O)OCC(=O)Nc2cccc(Cl)c2Cl)cc1[N+](=O)[O-]	-4	-1.1	15	10	-4	-4	0.0	-5	92	-0.1
14	CN(C)C(=O)C(=O)c1cccn1-c1ccccc1C#N	0	-0.9	1	8	2	-2	-1.2	0	102	-0.1
15	O=[N+]([O-])c1ccccc1S(=O)(=O)n1cnc2ccccc21	3	-1.3	-2	12	3	0	-0.5	2	102	0.0
16	COC(=O)c1cc2sc(Cl)cc2n1CC(=O)NCC1CCCO1 (stereo not drawn)	-4	-0.9	4	-3	1	-1	-2.2	1	99	0.0
17	COc1cc(/C=C/C(=O)O)cc(S(=O)(=O)Nc2cccc(S(=O)(=O)N3CCOCC3)c2)c1OC	2	-0.5	-3	4	-1	-1	-0.2	3	97	0.0
18	Cc1nc2ccccn2c1C(=O)NN	2	0.7	-2	7	7	-1	-0.8	-8	99	-0.1
19	O=C(CNC(=O)c1ccccc1F)c1ccccc1	1	-0.2	-2	-8	1	8	-0.6	-8	91	-0.1
20	COc1ccc(S(=O)(=O)N2CCCCC2)cc1NC(=O)CCNC(=O)c1ccc(Br)cc1	3	-2.8	1	-13	12	-1	-0.4	-2	96	0.3
21	COC(=O)C1=C(N)Oc2cc(C)[nH]c(=O)c2C1c1cccnc1 (stereo not drawn)	6	1.6	12	-8	9	5	4.2	-1	105	0.6
22	COc1ccc2c(OC)c3ccoc3nc2c1OC	-3	1.2	1	2	7	0	0.7	2	97	-0.3
23	CCc1ccc(-c2cc(C)no2)cc1S(=O)(=O)N1CCOc2ccccc21	-1	-2.0	-3	-4	-2	89*	0.2	-6	94	0.0
24	CCOC(=O)[C@]12CCCC=C1N(Cc1ccc3c(c1)OCO3)C(=O)[C@H](CC(=O)N1CCN(C(=O)c3ccco3)CC1)C2	2	·	·	·	5	3	0.6	·	102	0.8
25	NC(=O)c1nsc(C(=O)N(Cc2ccc(F)cc2)C(C(=O)NC2CCCC2)c2ccco2)c1N (stereo not drawn)	-3	1.8	-1	20	4	6	0.2	-1	99	0.0
26	N#CC1=C(N)Oc2ccc3ccccc3c2C1c1cccnc1 (stereo not drawn)	2	0.2	-6	-2	4	-1	-1.4	12	97	-0.5
27	Cc1ccc(/C=N/NC(=O)Cn2cncn2)cc1	0	-1.3	-5	-8	5	0	-0.9	-1	93	-0.1
28	Oc1ccc(-c2c(-c3ccsc3)sc3ccccc23)cc1	-9	-2.0	8	-16	-12	87*	-3.3	-2	102	-0.1
29	CSc1ccccc1NC(=O)Cn1c([N+](=O)[O-])cnc1C	-3	-2.4	16	3	5	-12	0.0	2	98	-0.2
30	CCn1cc(CN2CCc3c([nH]c4ccccc34)C2c2ccc(F)c(OC)c2)c(C)n1 (stereo not drawn)	3	-2.7	-4	12	2	-3	-0.5	-1	87	-0.4

# Next section:
no.	SMILES	HTR2A ag	MC4R barr agon	MC4R antag cAMP	Cardio protect	ABHD5-PLIN5 inh	Granule exo inh	hiPSC survival	N-glyco inh	ABCB6 inh 2	aDG glyco act
31	CC(C)c1nc(C(=O)N2CCCC(CCC(=O)N(C)CCc3ccccn3)C2)cs1 (stereo not drawn)	2	-3.0	19	-1	-6	-1	4.4	0	101	0.1
32	Cc1cccc(OCCNC(=S)NC(=O)c2cccnc2)c1	1	-2.0	-1	-8	4	22	1.0	2	81	-0.1
33	Clc1ccc(CN2CCN(c3ncccn3)CC2)c(Cl)c1	16*	5.3	13	-2	-2	-21	0.1	-1	102	-0.1
34	Cc1cc(=O)n2[nH]c(-c3ccco3)nc2n1	-1	-2.4	6	3	4	-1	-0.9	2	96	0.0
35	CCC(=O)Nc1nnc(/C=C/c2ccc(OC)cc2)s1	-1	2.5	-7	-6	-3	14	-0.6	-2	97	-0.1
36	O=C(c1cccs1)N(Cc1cc2ccccc2[nH]c1=O)CC1CCCO1 (stereo not drawn)	1	-0.7	2	4	3	2	0.2	0	95	0.2
37	CCOC(=O)C1=C(COC(=O)c2sccc2C)NC(=O)NC1C (stereo not drawn)	1	-0.8	-8	0	-3	-2	1.6	-1	99	0.5
38	COc1cccc(C(=S)N2CCCC2)c1OC	-3	-1.0	8	-2	3	-3	0.0	1	103	0.0
39	C/C(=N\NC(=O)c1nnn(-c2nonc2N)c1CN1CCC(C)CC1)c1ccc(Br)cc1	4	2.3	1	11	8	1	2.0	1	94	-0.1
40	CCOc1ccc(Nc2cc(C)c3ccccc3n2)cc1	1	-0.2	7	-4	5	-10	-0.6	-2	96	0.0
41	Cc1nn(CC(=O)N2CCN(c3ccccc3)CC2)c(C)c1[N+](=O)[O-]	-2	1.5	1	1	0	6	-0.3	-1	95	-0.1
42	CCOCCCNC(=O)c1ccc2nc(-c3ccc(OC)c(OC)c3)c(-c3ccc(OC)c(OC)c3)nc2c1	-2	0.5	10	50*	3	7	-0.1	-11	88	-0.1
43	CCCn1c(=S)[nH]c2ccccc2c1=O	-1	-1.6	-1	0	4	0	-1.3	3	107	-0.3
44	CCOCC(=O)NC1CCc2cc(OC(=O)COCC)c(OC)c(OC)c2-c2ccc(SC)c(=O)cc21 (stereo not drawn)	1	-1.4	-33	7	7	3	-1.5	11	106	0.0
45	Cc1cc(C)cc(NS(=O)(=O)c2csc(C(N)=O)c2)c1	-2	0.2	2	0	-1	-9	0.4	0	92	0.0
46	CCc1nc2ccc(C(=O)Nc3ccc4c(c3)OCC(=O)N4)cn2c1N(CC)Cc1cccc(Br)c1	-3	0.6	21	9	-2	-6	-0.9	-1	92	0.2
47	NC(=O)C1(N2CCCCC2)CCN(C(=O)c2cc(COc3c(F)cccc3F)on2)CC1	-3	-1.6	-7	5	-3	-8	3.6	-6	148	-0.3
48	COCCNC(=O)CCc1nnc(C2(c3ccc(Cl)cc3)CCC2)o1	-1	-0.6	2	11	-2	-2	2.9	-1	110	0.3
49	O=C(NCCN1CCOCC1)c1cc(-c2ccccc2Cl)nc2ccccc12	-7	-1.8	0	1	-6	0	-0.3	0	91	-0.4

# Some of these compounds in order of heavy-atom count, high to low:
no.	SMILES	HTR2A ag	MC4R barr agon	MC4R antag cAMP	Cardio protect	ABHD5-PLIN5 inh	Granule exo inh	hiPSC survival	N-glyco inh	ABCB6 inh 2	aDG glyco act
42	CCOCCCNC(=O)c1ccc2nc(-c3ccc(OC)c(OC)c3)c(-c3ccc(OC)c(OC)c3)nc2c1	-2	0.5	10	50*	3	7	-0.1	-11	88	-0.1
44	CCOCC(=O)NC1CCc2cc(OC(=O)COCC)c(OC)c(OC)c2-c2ccc(SC)c(=O)cc21 (stereo not drawn)	1	-1.4	-33	7	7	3	-1.5	11	106	0.0
46	CCc1nc2ccc(C(=O)Nc3ccc4c(c3)OCC(=O)N4)cn2c1N(CC)Cc1cccc(Br)c1	-3	0.6	21	9	-2	-6	-0.9	-1	92	0.2
47	NC(=O)C1(N2CCCCC2)CCN(C(=O)c2cc(COc3c(F)cccc3F)on2)CC1	-3	-1.6	-7	5	-3	-8	3.6	-6	148	-0.3
49	O=C(NCCN1CCOCC1)c1cc(-c2ccccc2Cl)nc2ccccc12	-7	-1.8	0	1	-6	0	-0.3	0	91	-0.4
36	O=C(c1cccs1)N(Cc1cc2ccccc2[nH]c1=O)CC1CCCO1 (stereo not drawn)	1	-0.7	2	4	3	2	0.2	0	95	0.2
41	Cc1nn(CC(=O)N2CCN(c3ccccc3)CC2)c(C)c1[N+](=O)[O-]	-2	1.5	1	1	0	6	-0.3	-1	95	-0.1
37	CCOC(=O)C1=C(COC(=O)c2sccc2C)NC(=O)NC1C (stereo not drawn)	1	-0.8	-8	0	-3	-2	1.6	-1	99	0.5
32	Cc1cccc(OCCNC(=S)NC(=O)c2cccnc2)c1	1	-2.0	-1	-8	4	22	1.0	2	81	-0.1
33	Clc1ccc(CN2CCN(c3ncccn3)CC2)c(Cl)c1	16*	5.3	13	-2	-2	-21	0.1	-1	102	-0.1
45	Cc1cc(C)cc(NS(=O)(=O)c2csc(C(N)=O)c2)c1	-2	0.2	2	0	-1	-9	0.4	0	92	0.0
38	COc1cccc(C(=S)N2CCCC2)c1OC	-3	-1.0	8	-2	3	-3	0.0	1	103	0.0
34	Cc1cc(=O)n2[nH]c(-c3ccco3)nc2n1	-1	-2.4	6	3	4	-1	-0.9	2	96	0.0

# Whole records as entered above. Screens in order: HTR2A ag	MC4R barr agon	MC4R antag cAMP	Cardio protect	ABHD5-PLIN5 inh	Granule exo inh	hiPSC survival	N-glyco inh	ABCB6 inh 2	aDG glyco act
# Shown for Cc1cc(C)cc(NS(=O)(=O)c2csc(C(N)=O)c2)c1 → -2	0.2	2	0	-1	-9	0.4	0	92	0.0
# Shown for O=C(c1cccs1)N(Cc1cc2ccccc2[nH]c1=O)CC1CCCO1 (stereo not drawn) → 1	-0.7	2	4	3	2	0.2	0	95	0.2

# Screens (PubChem BioAssay)

# Random draw from the library; about 4.5% have a hit in one of these screens.
